# STK33 inh – blocks human STK33 kinase activity. inhibition, % at 10 µM. purified STK33, MBP phosphorylation, ADP-Glo luminescence. Q9BYT3. actives 0.073% (n = 320,000);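 active means inhibition at or above 25%, using the most active replicate where run in duplicate; inactive means inhibition below 25%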
# Target sequence (Q9BYT3 whole entry, looked up): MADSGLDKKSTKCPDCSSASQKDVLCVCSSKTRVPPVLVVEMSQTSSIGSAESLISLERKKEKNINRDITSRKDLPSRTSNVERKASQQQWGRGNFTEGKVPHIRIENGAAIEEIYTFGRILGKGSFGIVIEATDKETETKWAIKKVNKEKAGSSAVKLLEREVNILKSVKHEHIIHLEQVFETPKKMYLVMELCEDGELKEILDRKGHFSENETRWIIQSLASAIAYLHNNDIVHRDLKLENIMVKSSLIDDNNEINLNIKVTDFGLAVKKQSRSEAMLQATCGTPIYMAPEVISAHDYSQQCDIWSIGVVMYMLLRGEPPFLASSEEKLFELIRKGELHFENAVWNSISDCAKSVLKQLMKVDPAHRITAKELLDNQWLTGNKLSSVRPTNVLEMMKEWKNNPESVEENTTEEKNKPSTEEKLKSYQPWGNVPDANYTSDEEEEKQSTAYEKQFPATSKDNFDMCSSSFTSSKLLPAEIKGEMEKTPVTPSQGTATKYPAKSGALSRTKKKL
# Active calls of the source: *. A portion of the library; count on the stated rates, not on these rows.
SMILES,STK33 inh
C#CCOCCOCCOCCNc1nc(N2CCN(C(=O)Cn3cc(CCCN=C(N)N)nn3)CC2)nc(N2CCN(C(=O)[C@H]([C@@H](C)O)n3cc(CCCCN)nn3)CC2)n1,1.9
Cc1ccc(NC(=O)CN(C)S(=O)(=O)c2ccc(Cl)s2)c(O)c1,-1.0
C[C@H](CO)N1C[C@H](C)[C@@H](CN(C)C(=O)Nc2ccccc2)Oc2c(NC(=O)c3ccncc3)cccc2C1=O,-0.3
COC(=O)c1ccccc1NC(=O)C(C)Oc1ccccc1 (configuration not stated),-1.0
Cn1c(=O)c2c(ncn2CC(=O)Nc2cc(S(=O)(=O)N3CCCCC3)ccc2Cl)n(C)c1=O,0.3
Cc1ccc(C(=O)OCC(=O)Nc2ccc3c(c2)OCO3)c(O)c1,-0.1
O=C(COc1cccc(Cl)c1Cl)NC1CC1,0.1
O=C(NN=Cc1ccc(N2CCOCC2)cc1)c1cc2ccccc2cc1O,-0.1
C[C@H](CO)N1C[C@H](C)[C@@H](CN(C)S(=O)(=O)c2cccs2)Oc2c(NC(=O)Nc3ccc4c(c3)OCO4)cccc2C1=O,0.2
N#CC1=C(N)Oc2n[nH]c(-c3cccs3)c2C1c1ccoc1 (configuration not stated),0.3
O=C(CCC(=O)c1cccs1)OCc1ccc([N+](=O)[O-])cc1,-1.4
CC(=O)c1c(C)[nH]c(C(=O)CN2CCN(S(=O)(=O)c3ccccc3)CC2)c1C,-1.5
C#CCOCCOCCOCCNc1nc(N2CCN(C(=O)CCCCCCCCCCNC(=O)[C@H](CCCCN)n3cc(CCO)nn3)CC2)nc(N2CCN(C(=O)CCCCCCCCCCNC(=O)[C@@H]([C@H](C)O)n3cc(C)nn3)CC2)n1,2.2
CCC1(CC)NC(=O)N(CC(=O)OCC(=O)Nc2ccc(OC(F)(F)F)cc2)C1=O,-1.1
COc1ccc(S(=O)(=O)N2CCC(C(=O)NN3CCCCC3)CC2)cc1OC,0.0
Cc1nc2cc(NC(=O)N3c4ccccc4CC3C)ccc2n1C (configuration not stated),-0.9
CCOC(=O)C1=C(C)N(CCCC(=O)NCc2ccc3c(c2)OCO3)C(=O)NC1c1ccc(Br)cc1 (configuration not stated),-0.4
COc1cccc(NC(=O)CN(C)C(=O)Cc2c(C)nc3ccccc3c2C)c1,-1.3
Cc1nc(SCc2nc3c([N+](=O)[O-])cccc3[nH]2)c2oc3ccccc3c2n1,-1.1
C[C@H]1CN([C@@H](C)CO)C(=O)c2cc(NC(=O)CCN3CCOCC3)ccc2O[C@H]1CN(C)C(=O)Nc1ccc(F)cc1,-1.3
CC(C)=C[C@@H]1C[C@H](C)[C@H]2CC[C@H](C)c3c(O[C@@H]4O[C@@H](C)[C@@H](O)[C@@H](O)[C@@H]4O)c(O)c(C)c1c32,-1.4
N#Cc1nc(Nc2cc(F)cc(F)c2)c2ncn(CC(F)F)c2n1,0.1
Cc1ccc(NC(=O)CCN2CCN(C/C=C/c3ccccc3)CC2)cc1,3.6
CCOC(=O)C1=CC[C@H]2c3c(c4ccccc4n3C)C(=O)C1N2C(=O)OC(C)(C)C,0.5
O=C1CCCCC1Sc1nnc(Cc2cccs2)n1CCc1ccccc1 (configuration not stated),-1.5
N#Cc1ccccc1NC(=O)COC(=O)/C=C/c1ccc(S(=O)(=O)N2CCOCC2)cc1,0.0
CCN(CC(=O)Nc1ccc2c(c1)OCCO2)CC(=O)Nc1ccc(C)c(S(=O)(=O)N(C)C)c1,0.4
COc1ccc(C(=O)NCC(c2ccccc2)N2CCCC2)cc1S(=O)(=O)N1CCOCC1 (configuration not stated),-2.2
NC(=O)NC(Cc1ccccc1)C(=O)N1CCN(S(=O)(=O)c2ccc(Cl)cc2)CC1 (configuration not stated),1.4
Nn1c(SCC(=O)N2CCOCC2)nnc1-c1cccnc1,-1.8

# Next section; it opens with the 5 that closed the last part.
SMILES,STK33 inh
N#Cc1ccccc1NC(=O)COC(=O)/C=C/c1ccc(S(=O)(=O)N2CCOCC2)cc1,0.0
CCN(CC(=O)Nc1ccc2c(c1)OCCO2)CC(=O)Nc1ccc(C)c(S(=O)(=O)N(C)C)c1,0.4
COc1ccc(C(=O)NCC(c2ccccc2)N2CCCC2)cc1S(=O)(=O)N1CCOCC1 (configuration not stated),-2.2
NC(=O)NC(Cc1ccccc1)C(=O)N1CCN(S(=O)(=O)c2ccc(Cl)cc2)CC1 (configuration not stated),1.4
Nn1c(SCC(=O)N2CCOCC2)nnc1-c1cccnc1,-1.8
CCCN(C(=O)c1ccc(-n2cncn2)c([N+](=O)[O-])c1)C1CCS(=O)(=O)C1 (configuration not stated),0.1
COc1ccc(S(=O)(=O)N2CCCCC2)cc1NC(=O)c1ccc(Cl)nc1,-0.5
CC1CCN(C(=O)CN2C(=O)NC(C)(c3ccc4ccccc4c3)C2=O)CC1 (configuration not stated),-0.6
CN(Cc1ccc(C(C)(C)C)cc1)C(=O)C1CSC2(C)CCC(=O)N12 (configuration not stated),-1.7
O=C(Nc1cccc(Cl)c1)c1nc[nH]c1C(=O)NCCN(CCNC(=O)c1[nH]cnc1C(=O)Nc1cccc(Cl)c1)CCNC(=O)c1[nH]cnc1C(=O)Nc1cccc(Cl)c1,-0.6
CN(C)S(=O)(=O)c1ccc(Cl)c(C(=O)OCC(=O)c2ccco2)c1,-1.2
Cc1nc2ccc(NC(=O)c3cccc(S(=O)(=O)N4CCOCC4)c3)cc2s1,-0.1
CCOC(=O)[C@@H]1[C@H]2COc3cc(OC)ccc3[C@H]2N2C(=O)N(c3ccc(C)cc3)C(=O)[C@]12C,-2.5
COc1ccc(S(=O)(=O)Nc2ccc3c(c2)C(=O)N([C@H](C)CO)C[C@H](C)[C@@H](CN(C)S(=O)(=O)c2c(C)noc2C)O3)cc1,0.6
CCCN(C(=O)CSc1ncccn1)C1CCS(=O)(=O)C1 (configuration not stated),-1.1
O=C(N/N=C/c1ccsc1)c1ccc2c(c1)OCO2,1.0
NC(=O)c1noc(C(=O)N(CC(=O)NC2CCCC2)Cc2ccc3c(c2)OCO3)c1N,-0.7
COc1ccc(CNC(=O)CCNS(=O)(=O)c2ccc(NC(C)=O)cc2)cc1OC,-0.3
CCc1sc(C(=O)Nc2ccc(N3CCOCC3)cc2)cc1C,1.4
Cc1cccc(NS(=O)(=O)c2nnc(NC(=O)c3ccc(C)c(C)c3)s2)c1,0.4
CN(C(=O)c1ccc(NC(=O)C2CCN(C(=O)OC(C)(C)C)CC2)cc1)C1CCC1,1.0
COc1cccc(CC(=O)Nc2cc(S(=O)(=O)N3CCOCC3)ccc2N2CCN(C)CC2)c1,0.0
CC(C(=O)NCC(=O)Nc1ccc(F)c(F)c1F)N1CCN(c2ccc(O)cc2)CC1 (configuration not stated),0.1
COc1cc(C(=O)N2CCCCC2)ccc1OCC(=O)Nc1ccc(F)cc1,-3.1
C#CCOCCOCCOCCNc1nc(N2CCN(C(=O)[C@H](CCCCN)n3cc(CN)nn3)CC2)nc(N2CCN(C(=O)[C@H](CO)n3cc([C@@H](N)C(C)C)nn3)CC2)n1,-0.2
c1ccc(C[C@H]2CN=C(Nc3ccccc3)N2CC2CCC2)cc1,-1.4
COc1cc(S(=O)(=O)Nc2ccccc2N2CCCCC2)ccc1NC(C)=O,-2.0
O=C(COc1ccc(Cl)cc1Br)OCC(=O)c1ccc[nH]1,-1.3
O=C1c2ccccc2/C(=C\C#Cc2ccccn2)N1c1ccccc1,-1.6
O=C(Nc1ccc(Cl)cc1)c1nc[nH]c1C(=O)N1CCc2ccccc2C1,-2.7
O=C1C=C(c2ccc(F)nc2)C[C@@H](c2ccc3c(c2)OCO3)C1,-2.0
COc1ccc([C@@H]2CC=C(C(=O)O)[C@H](c3cccc(Cl)c3)N2S(=O)(=O)c2ccc(Cl)cc2)cc1,-2.6
Cn1c(SCC(=O)NN2C(=O)NC(C)(c3ccccc3)C2=O)nnc1-c1ccncc1 (configuration not stated),-1.2
O=C(CSc1nnc(-c2cccs2)n1C1CC1)NCC1CCCO1 (configuration not stated),-0.8
COc1ccc(/C=C2\Oc3ccccc3C2=O)cc1,2.8
CC(C)(C)OC(=O)N1CCC(NC(=O)c2[nH]cnc2C(=O)Nc2ccccc2)CC1,0.7
NS(=O)(=O)c1cc(C(=O)OCC(=O)Nc2ccc3c(c2)OCO3)ccc1Cl,-2.1
CC1(NC(=O)CCc2ccccc2)CCN(CCCc2ccccc2)C1=O (configuration not stated),-2.4
Cc1ccc(C)c(S(=O)(=O)N2CCN(C(=O)c3n[nH]c(=O)c4ccccc34)CC2)c1,-1.1
COc1ccc(C(CNC(=O)c2ccc(N3CCCC3=O)cc2)N2CCCC2)cc1 (configuration not stated),0.3
CC(=O)c1ccc(S(=O)(=O)Nc2ccc(S(=O)(=O)N3CCCCC3)cc2)cc1,-2.4
CCOc1ccc(C(=O)N(CC(=O)Nc2cccc(C)c2C)CC2CCCO2)cc1OC (configuration not stated),-2.3
COc1ccc(C2c3[nH]c4ccccc4c3C[C@H]3C(=O)N(c4ccccc4C(=O)N4CCC[C@@H]4C(=O)O)C(=O)N23)cc1 (some centres not stated),-1.3
Cc1ccc(NC(=O)CC(NC(=O)c2ccccc2Cl)c2ccccc2)nc1 (configuration not stated),0.5
Cc1ccc([N+](=O)[O-])cc1S(=O)(=O)Nc1cccc(S(=O)(=O)Nc2ccccc2C(=O)O)c1,-1.3
O=C(CSc1nc2ccccc2c(=O)n1-c1ccccc1F)NC1CC1,-0.5
CC1(C)C2CCC(C2)C1(C)NC(=O)CN1CCOCC1 (configuration not stated),-1.9
O=C(COC(=O)CSc1ccc(F)cc1)NC1CCCCCC1,0.6
CC(OC(=O)/C=C/c1ccccc1)C(=O)Nc1ccc(C(N)=O)cc1 (configuration not stated),-1.9
O=Cc1c[nH]c2ccc(OCc3ccccc3)cc12,0.1
COc1ccccc1NS(=O)(=O)c1cccc(NC(=O)C2CC2)c1,-0.6
C[C@]12c3[nH]c4ccccc4c3CCN1C(=O)C(CC(=O)NCCCn1ccnc1)C[C@@H]2C(=O)N1CCOCC1 (some centres not stated),4.3
O=C(CNC(=O)c1ccccc1F)OCC(=O)c1c[nH]c2ccccc12,-0.8
Cc1ccc(S(=O)(=O)N2CCCCC2)cc1NC(=O)CCNC(=O)c1ccccc1,-0.1
Cc1ccc(NC(=O)c2c(C)noc2C)cc1S(=O)(=O)N1CCOCC1,-1.6
Cc1ccc(C)c(NC(=O)CN(C)C(=O)c2ccccc2OCc2c(C)noc2C)c1,-0.4
Cc1c(Cl)cccc1NC(=O)CNC(=O)C1CCN(C(=O)Nc2ccccc2)CC1,-1.1
Cc1ccc(S(=O)(=O)N(C)C)cc1NC(=O)CSc1nnc(C2CC2)n1C1CC1,-0.3
O=C(COC(=O)c1ccc2c(c1)OCCO2)NCc1ccccc1Cl,0.6
CCCn1c(SCC(=O)N(C)CC(=O)Nc2ccc(Cl)cc2)n[nH]c1=O,-0.8
COc1ccccc1N1CCN(CC(=O)Nc2ccc(S(=O)(=O)N3CCCCCC3)cc2)CC1,0.4
C[C@@H](CSc1ccc(Br)cc1)CN1CC[C@H](C(C)(C)C)CCC1=O,0.4
Cc1ccc(NC(=O)Cn2nc(C(=O)O)c3ccccc3c2=O)cc1S(=O)(=O)N1CCOCC1,-1.0
CCn1cc(C(=O)NC2CCC(C)CC2)c(=O)c2cc(S(=O)(=O)N3CCCCC3)ccc21 (configuration not stated),-0.6
Cc1cc(C)c(C#N)c(N2CCN(C(=O)C3COc4ccccc4O3)CC2)n1 (configuration not stated),0.7
# Next section.
SMILES,STK33 inh
CC(=O)c1ccccc1NC(=O)CCN1C(=O)C2CCCCC2C1=O (configuration not stated),0.0
C=CCn1c2ccccc2c(=O)c2cc(C#Cc3ccccn3)ccc21,4.1
O=C(CSc1nncn1-c1ccccc1F)NC1CCCCC1,1.9
Cc1ccc(C(=O)Nc2ccccc2N2CCCC2)s1,1.3
CCN(CC)CCCN=C1N[C@@H](c2cccc(C(F)(F)F)c2)C(C(=O)OC)=C(C)N1CC,-0.8
O=C(NCCc1c[nH]c2ccccc12)c1ccc(Br)o1,1.0
COC(=O)c1cc(Oc2ccc(S(=O)(=O)N3CCOCC3)cc2[N+](=O)[O-])cc(C(=O)OC)c1,-0.9
Cc1ccc(S(=O)(=O)N2CCOCC2)cc1NC(=O)CN1C(=O)NC2(CCCC2)C1=O,-2.1
CN/C(=C\[N+](=O)[O-])NCCSCc1ccc(CN(C)C)o1,0.3
O=C(N/C(=C/c1ccccc1Cl)C(=O)N1CCOCC1)c1ccccc1,-0.1
O=C(OCC(=O)N1CCCCC1)c1cccs1,0.8
Cc1onc(-c2c(F)cccc2Cl)c1C(=O)OCn1nnc2ccccc2c1=O,-1.8
Cc1cc(C)c(NC(=O)COC(=O)c2c(C)noc2C)c(Cl)c1,-2.0
Cc1nc(C)c(C(=O)OCC(=O)NCCc2ccc(S(N)(=O)=O)cc2)s1,-3.3
CN(Cc1ccccc1)C(=O)c1[nH]cnc1C(=O)NCc1ccccc1,-0.3

# In the list so far, 6 have a nitro group on carbon:
SMILES,STK33 inh
O=C(CCC(=O)c1cccs1)OCc1ccc([N+](=O)[O-])cc1,-1.4
Cc1nc(SCc2nc3c([N+](=O)[O-])cccc3[nH]2)c2oc3ccccc3c2n1,-1.1
CCCN(C(=O)c1ccc(-n2cncn2)c([N+](=O)[O-])c1)C1CCS(=O)(=O)C1 (configuration not stated),0.1
Cc1ccc([N+](=O)[O-])cc1S(=O)(=O)Nc1cccc(S(=O)(=O)Nc2ccccc2C(=O)O)c1,-1.3
COC(=O)c1cc(Oc2ccc(S(=O)(=O)N3CCOCC3)cc2[N+](=O)[O-])cc(C(=O)OC)c1,-0.9
CN/C(=C\[N+](=O)[O-])NCCSCc1ccc(CN(C)C)o1,0.3

# Continuation:
SMILES,STK33 inh
Cc1cccn2c(=O)cc(COC(=O)C(C)Oc3ccccc3)nc12 (configuration not stated),-2.7
C[C@H](CO)N1C[C@H](C)[C@@H](CN(C)S(=O)(=O)c2ccccc2)Oc2ccc(NS(=O)(=O)c3cn(C)cn3)cc2C1=O,-1.0
O=[N+]([O-])c1ccccc1S(=O)(=O)Nc1ccc(S(=O)(=O)N2CCCC2)cc1,-0.2
O=C(Nc1cc(S(=O)(=O)N2CCOCC2)ccc1N1CCOCC1)c1ccccc1[N+](=O)[O-],-2.7
CSc1ncccc1C(=O)OCC(=O)Nc1nc(C)c(Cl)cc1Cl,-0.2

# Screens deposited in PubChem BioAssay by Broad Institute.
